Compound activity from PubChem BioAssay.
Apaf-1 inh: human Apaf-1 inhibition | reconstituted apoptosome caspase-3 activity, DEVD-Rh110 fluorescence | inhibition, % at 20 µM | 0.71% of 330,000 active | AID 489030; active = inhibition of at least 40% at 20 µM;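 note: plate controls were DMSO wells for no effect and DEVD-CHO caspase inhibitor wells for full effect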
Target sequence (O14727 whole entry, looked up): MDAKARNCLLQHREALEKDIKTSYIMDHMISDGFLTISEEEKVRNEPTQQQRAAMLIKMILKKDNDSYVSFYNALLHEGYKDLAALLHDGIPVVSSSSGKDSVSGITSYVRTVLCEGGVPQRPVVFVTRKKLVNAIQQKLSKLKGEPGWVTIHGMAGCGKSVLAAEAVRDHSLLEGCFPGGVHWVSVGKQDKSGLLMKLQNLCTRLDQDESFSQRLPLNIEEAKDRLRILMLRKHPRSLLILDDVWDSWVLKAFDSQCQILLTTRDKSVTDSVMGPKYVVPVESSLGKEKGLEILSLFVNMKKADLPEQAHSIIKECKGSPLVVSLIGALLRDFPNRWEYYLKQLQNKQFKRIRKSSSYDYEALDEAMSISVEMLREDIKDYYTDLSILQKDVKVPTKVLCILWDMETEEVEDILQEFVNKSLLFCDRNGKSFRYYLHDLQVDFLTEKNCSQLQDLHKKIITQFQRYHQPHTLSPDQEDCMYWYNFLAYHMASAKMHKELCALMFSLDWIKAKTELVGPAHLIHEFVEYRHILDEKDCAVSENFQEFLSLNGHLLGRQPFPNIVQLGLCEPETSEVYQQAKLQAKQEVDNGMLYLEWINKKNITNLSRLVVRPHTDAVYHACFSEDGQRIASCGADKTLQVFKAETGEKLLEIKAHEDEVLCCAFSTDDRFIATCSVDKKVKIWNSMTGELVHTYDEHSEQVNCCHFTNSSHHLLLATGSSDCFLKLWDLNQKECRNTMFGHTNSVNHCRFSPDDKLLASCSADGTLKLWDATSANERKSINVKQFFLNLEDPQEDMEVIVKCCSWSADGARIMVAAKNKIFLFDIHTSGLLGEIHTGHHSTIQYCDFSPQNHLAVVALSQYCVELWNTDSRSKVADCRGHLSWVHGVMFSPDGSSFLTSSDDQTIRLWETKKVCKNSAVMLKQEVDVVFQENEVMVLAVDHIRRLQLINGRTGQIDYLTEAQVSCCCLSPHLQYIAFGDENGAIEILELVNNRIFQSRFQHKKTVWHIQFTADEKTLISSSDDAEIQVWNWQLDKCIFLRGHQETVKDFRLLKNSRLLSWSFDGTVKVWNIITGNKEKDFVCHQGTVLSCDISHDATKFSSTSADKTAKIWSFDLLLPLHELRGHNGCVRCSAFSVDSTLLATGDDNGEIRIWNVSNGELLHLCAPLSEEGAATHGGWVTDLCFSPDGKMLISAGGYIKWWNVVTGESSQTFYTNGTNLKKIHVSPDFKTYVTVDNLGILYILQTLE
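Assay system: Apoptosome proteins | Medium: pH 7.5 Hepes buffer with CHAPS, BSA, DTT | Also added: Cytochrome c and DEVD-Rh110 substrate | Times: 30 min plus 50 min, RT | Detection: Rhodamine 110 fluorescence at Ex 480/Em 540 nm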
mIAP block: blocks mouse intestinal alkaline phosphatase; purified mouse IAP, CDP-Star luminescence, 30 min; inhibition, % at 10 µM; 0.2% of 330,000 active;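 active = inhibition of at least 40% at 10 µM in the primary screen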;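 note: plate controls were DMSO with enzyme for no effect and no enzyme wells for full effect; values of inactives mirror those of a sister screen read the other way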
hIAP inh: human IAP inhibition; AID 2544; purified IAP, CDP-Star luminescence, 30 min; P09923; inhibition, % at 10 µM; 0.12% of 330,000 active;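 active = inhibition reaching a set limit with compound at 10 µM in the primary screen, cut at about 35% in these data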;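 note: plate controls were DMSO wells with enzyme for no effect and no-enzyme buffer wells for full effect; values of inactives mirror those of a sister screen read the other way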
mIAP activ: mouse IAP activation | AID 2805 | 0.24% of 330,000 active | activation factor at 10 µM | muIAP, CDP-Star luminescence, 30 min; active compounds read high; 1 = vehicle-only enzyme signal, 0 = enzyme-free wells;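 active = activation factor of at least 2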; note: the source names both 10 and 20 µM as test concentration; values of inactives mirror those of a sister screen read the other way
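also added = chemiluminescent substrate CDP-Star | test system = mouse IAP enzyme | signal = chemiluminescence readout | compound = DMSO-dissolved test compounds | incubation = 30 min at room temperature | benchmarks = DMSO wells, no-enzyme wells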
tim10-1 inh: tim10-1 yeast growth inhibition | S. cerevisiae tim10-1 ts strain growth, BacTiter-Glo, 24 h | 2.2% of 330,000 active | inhibition, % at 20 µM;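 active = inhibition of at least 40%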;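 note: mutant grown at 25 °C; 0% = DMSO wells with yeast and 100% = wells holding no yeast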
NLRP3 yeast inh: blocks the NALP3 inflammasome reconstituted in yeast; Yeast reconstituted NLRP3/ASC/caspase-1, beta-gal luminescence, 24 h; inhibition, % at 10 µM; 0.39% of 330,000 active;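 active = inhibition of 50% or more; inactive = inhibition below 50%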;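 note: plate controls were induced DMSO wells for no effect and uninduced yeast grown without galactose for full effect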
hIAP activ: increases human intestinal alkaline phosphatase activity | purified human IAP, CDP-Star luminescence, 30 min; active compounds read high; 1 = vehicle-only enzyme, 0 = enzyme-free background | activation factor at 10 µM | 0.16% of 330,000 active;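 active = activation factor of the enzyme at least 2-fold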; note: the source names both 10 and 20 µM as test concentration; values of inactives mirror those of a sister screen read the other way
TIM10 inh: inhibits growth of TIM10 yeast strain | S. cerevisiae TIM10 strain growth, BacTiter-Glo luminescence, 24 h | inhibition, % at 10 µM | 1.4% of 330,000 active | AID 463195;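 active = inhibition of 40% or more at the single tested concentration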;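 note: wild-type TIM10 isogenic control strain grown at permissive 25 °C; 0% = DMSO yeast wells and 100% = minimal medium wells without yeast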
ATG4B inhibitor: inhibitors of human ATG4B cysteine protease; Q9Y4P1; ATG4B cleavage of LC3-PLA2, NBD-HPC fluorescence, 1 h; inhibition, % at 8.33 µM; 0.51% of 340,000 active; AID 504462; in the data active = inhibition above about 40%
Active calls of the source: *. Outcome played no part in choosing rows (roughly 4.5% active in at least one column).

SMILES | Apaf-1 inh | mIAP block | hIAP inh | mIAP activ | tim10-1 inh | NLRP3 yeast inh | hIAP activ | TIM10 inh | ATG4B inhibitor
CCOC(=O)CNC(=O)c1ccc(C#CC2(O)CCCCC2)cc1 | -6 | 9 | 16 | 0.91 | 12 | 15 | 0.84 | 3 | -7
COc1cccc(Oc2c(C)oc3c(CN4CCCCC4)c(O)ccc3c2=O)c1 | -19 | 1 | -7 | 0.99 | 6 | -1 | 1.1 | 10 | 3
CC(C(=O)N1CCCCC1)n1sc2ccccc2c1=O (centres undefined) | -6 | 2 | -16 | 0.98 | 11 | 6 | 1.2 | -2 | 1
COCCCNC(=O)CN1C(=O)c2ccccc2C1=O | -20 | -12 | 10 | 1.1 | -11 | 7 | 0.9 | -3 | -1
O=c1[nH]c(C2CCN(S(=O)(=O)c3ccc4c(c3)OCCO4)CC2)nc2c1nnn2Cc1ccc(F)cc1 | 13 | 9 | 14 | 0.91 | 3 | 7 | 0.86 | -1 | -14
COCCCNC(=O)C(=O)NCCCOC(C)C | -7 | -7 | 4 | 1.1 | 8 | 8 | 0.96 | 1 | -2
COc1cc(C(=O)N2CCN(C(=O)c3cc(-c4ccc(Br)cc4)n[nH]3)CC2)cc(OC)c1OC | 3 | 0 | -48 | 1 | -9 | 24 | 1.5 | -12 | -16
Cc1cc(C(=O)COc2cccnc2[N+](=O)[O-])c(C)n1-c1ccccc1 | 15 | 3 | 3 | 0.97 | 10 | -6 | 0.97 | 7 | -5
Cn1nc(C(F)(F)F)c(C#N)c1N1CCN(c2ccccc2F)CC1 | 10 | -4 | -9 | 1 | 10 | 11 | 1.1 | -8 | 20
O=c1ccc2ccc(Oc3ccc([N+](=O)[O-])cc3Cl)cc2o1 | -1 | 14 | 6 | 0.85 | 0 | 31 | 0.94 | -6 | -2
O=C(Nc1ccccc1Oc1ccccc1)c1cnccn1 | 13 | 15 | 3 | 0.85 | 15 | -24 | 0.97 | 22 | -11
COc1ccc(-c2csc(NC(=O)c3c(C)noc3C)n2)cc1F | -5 | -2 | 23 | 1 | 32 | 14 | 0.77 | 10 | -10
C1CCC(CNc2c3c(nc4nnnn24)CCCC3)CC1 | 4 | 6 | 5 | 0.94 | 5 | 3 | 0.95 | -7 | -13
COc1cc(-c2c(C#N)c(N)nc3c2CCCC3)cc(OC)c1OC | 9 | -9 | -5 | 1.1 | 28 | -7 | 1 | 23 | 24
O=C(CCN=C1NS(=O)(=O)c2ccccc21)OCC(=O)c1ccc(F)c(F)c1 | 0 | 1 | -2 | 0.99 | -7 | 5 | 1 | 4 | -5
O=C(Nc1ccccc1Br)c1cc(=O)c2ccccc2o1 | 15 | 4 | 15 | 0.96 | -3 | 21 | 0.85 | 20 | -8
COc1ccccc1N(CC(O)COc1ccccc1)S(=O)(=O)c1ccccc1 (centres undefined) | 14 | -22 | -7 | 1.2 | 19 | 2 | 1.1 | 7 | -10
COc1cccc(CN(C)C(=O)c2cc(COc3c(F)cccc3F)on2)c1 | 2 | 6 | 6 | 0.94 | 18 | 22 | 0.94 | -13 | -6
O=C(NCc1ccc(OC(F)(F)F)cc1)C1CC(c2c(Cl)cccc2Cl)=NO1 (centres undefined) | 17 | -2 | -9 | 1 | 33 | 21 | 1.1 | 2 | 10
COc1ccc(CCNC(=O)CSc2nnc(CNC(=O)c3ccco3)o2)cc1OC | -7 | 3 | -7 | 0.97 | 8 | 4 | 1.1 | 1 | -15

As entered above.
hIAP activ with COc1cccc(CN(C)C(=O)c2cc(COc3c(F)cccc3F)on2)c1 = 0.94
NLRP3 yeast inh with O=C(Nc1ccccc1Br)c1cc(=O)c2ccccc2o1 = 21

Remaining list, next part.
SMILES | Apaf-1 inh | mIAP block | hIAP inh | mIAP activ | tim10-1 inh | NLRP3 yeast inh | hIAP activ | TIM10 inh | ATG4B inhibitor
CN(C)c1oc(-c2ccco2)nc1S(=O)(=O)c1ccc(Br)cc1 | 6 | 1 | -12 | 0.99 | 9 | 35 | 1.1 | -12 | -5
COc1nc(Oc2ccc(C(=O)OCC(N)=O)cc2)nc(N(C)C)n1 | -16 | 6 | 6 | 0.94 | 5 | 16 | 0.94 | -2 | 4
O=c1[nH]c(SCc2ccccc2)nc2c1cnn2-c1ccc(F)cc1 | -2 | 6 | 16 | 0.94 | 16 | 7 | 0.84 | 16 | -5
COc1cc(OC)cc(-c2sc3ccc(OC)cc3c2C#CCCO)c1 | 12 | -5 | -4 | 1 | 19 | 23 | 1 | 16 | -13
O=C(O)COCC(=O)N1CCCN(c2nccc(C(F)(F)F)n2)CC1 | -3 | -6 | 2 | 1.1 | 1 | 14 | 0.98 | -5 | -6
Cn1ccc(C(=O)N/N=C/c2ccncc2)n1 | -3 | 0 | -7 | 0.99 | -26 | 6 | 1.1 | -9 | -4
Cc1cc(C)cc(NS(=O)(=O)c2ccc3[nH]cc(C(=O)NCc4ccco4)c(=O)c3c2)c1 | 23 | 14 | -9 | 0.85 | 3 | -20 | 1.1 | 9 | -10
COc1ccc(-n2ncc(S(=O)(=O)c3ccccc3)c2-c2ccc(Cl)cc2)cc1 | 11 | -4 | -2 | 1 | 41* | -1 | 1 | 3 | -10
CCCCn1c(N)c(N(CCOC)C(=O)COC(=O)c2cc(CC)c(C)s2)c(=O)[nH]c1=O | 6 | -4 | -4 | 1 | 10 | 13 | 1 | 3 | -4
Cc1ccccc1NC(=O)CSc1nnc(-c2ccco2)c(-c2ccco2)n1 | 32 | 52* | 1 | 0.47 | 29 | 9 | 0.99 | 20 | 22
O=C(c1ccccc1)c1ccccc1C(=O)N1CCOCC1 | 4 | -14 | -22 | 1.1 | 1 | -15 | 1.2 | -6 | 3
O=C(Cn1cc([N+](=O)[O-])cn1)NCCc1c[nH]c2ccccc12 | -2 | 4 | 5 | 0.96 | -6 | 12 | 0.95 | -14 | -2
CCOC(=O)c1c(NC(=O)C2COc3ccccc3O2)sc(C(C)=O)c1C (centres undefined) | -22 | -4 | 16 | 1 | 18 | 13 | 0.84 | 14 | 3
O=C(N/N=C/c1c(F)cccc1Cl)c1ccc(Cn2cc(Br)cn2)o1 | -1 | 11 | 17 | 0.89 | 8 | 6 | 0.83 | 28 | 3
CC(=O)Nc1ccc(S(=O)(=O)N2CCN(Cc3cccs3)CC2)cc1 | -5 | 1 | -11 | 0.99 | 8 | 0 | 1.1 | 19 | -5
CCc1nc(SCc2ccccc2C#N)n[nH]1 | -1 | -2 | -20 | 1 | 9 | 15 | 1.2 | -4 | -4
O=C1CSCC(=O)N1Cc1ccc(Cl)c(Cl)c1 | 14 | -7 | -10 | 1.1 | -26 | 30 | 1.1 | -45 | 10
Fc1ccc(CNC(=S)NCc2ccc(F)cc2)cc1 | -1 | -48 | -3 | 1.5 | 6 | 3 | 1 | 17 | 42*
CCN(c1ccc(NC(=O)COC(=O)c2cc3ccccc3oc2=O)cc1)C(C)C | 10 | -1 | 14 | 1 | 29 | 18 | 0.86 | 5 | -10
CNS(=O)(=O)c1cccc2nsnc12 | -3 | 8 | 4 | 0.92 | 9 | -3 | 0.96 | 0 | 1
Cn1ccnc1SCC(=O)Nc1cccc2ccccc12 | 4 | -8 | 18 | 1.1 | 6 | 1 | 0.82 | 1 | -5
CCC(C)Nc1c2c(nc3c(-c4ccccc4)c(C)nn13)CCC2 (centres undefined) | 17 | -1 | -14 | 1 | 27 | -4 | 1.1 | 31 | 2
Cc1ccc(NC(=O)COC(=O)c2ccc3c(c2)NC(=O)C2CCCN32)cc1 (centres undefined) | 17 | -7 | -18 | 1.1 | 7 | 13 | 1.2 | 11 | -16
O=C(Nc1ccnn1C1CCN(CCCc2ccccc2)CC1)c1ccccc1Cl | 1 | -2 | -7 | 1 | 2 | 9 | 1.1 | 0 | -4
COc1ccc(OC)c(NC(=O)C(=O)NNC(=O)COc2ccc(Br)cc2C)c1 | 15 | 11 | -48 | 0.89 | 1 | 7 | 1.5 | 2 | -9
O=C(NCc1n[nH]c(=S)n1-c1cccc(C(F)(F)F)c1)c1ccc(S(=O)(=O)N2CCCC2)cc1 | 13 | -20 | -2 | 1.2 | 7 | 24 | 1 | 15 | -14
CSc1ccccc1OCc1cc(C(=O)N(C)Cc2ccc3nsnc3c2)no1 | 9 | -2 | -7 | 1 | 6 | 35 | 1.1 | -34 | 14
CCc1c(C)sc(NC(=O)c2ccco2)c1C(=O)N1CCCCC1 | 3 | 3 | 20 | 0.97 | 23 | 14 | 0.8 | 9 | 1
COc1ccccc1CNC(=O)OCc1nccnc1C(=O)Nc1ccc(Br)cn1 | 2 | -5 | 18 | 1.1 | -5 | 7 | 0.82 | -12 | 3
N#Cc1cc2c(cc1NC(=O)CCn1cnnn1)OCO2 | 4 | -8 | -6 | 1.1 | -6 | 7 | 1.1 | -5 | -7
Cc1ccc2c(c1)N(CC(=O)N(Cc1ccc3c(c1)OCO3)CC1CCCO1)C(=O)C(C)O2 (centres undefined) | 8 | 5 | 11 | 0.95 | 32 | -6 | 0.89 | 26 | 17
O=C(COC(=O)c1ccccc1)Nc1cc(Cl)ccc1Oc1ccccc1 | 13 | -2 | -1 | 1 | 0 | 8 | 1 | -11 | 8
CC(=O)Nc1ccc(S(=O)(=O)N(C)CC(=O)NC2CCCC(C)C2C)cc1 (centres undefined) | 9 | -9 | -22 | 1.1 | 24 | 10 | 1.2 | 11 | -4

Arranged by value in ATG4B inhibitor (rising): 5 from the list above.
Compound,mIAP block,hIAP inh,mIAP activ,NLRP3 yeast inh,hIAP activ,TIM10 inh,ATG4B inhibitor
COc1ccccc1N(CC(O)COc1ccccc1)S(=O)(=O)c1ccccc1 (centres undefined),-22,-7,1.2,2,1.1,7,-10
O=C(Nc1ccccc1Br)c1cc(=O)c2ccccc2o1,4,15,0.96,21,0.85,20,-8
Cn1ccnc1SCC(=O)Nc1cccc2ccccc12,-8,18,1.1,1,0.82,1,-5
COCCCNC(=O)C(=O)NCCCOC(C)C,-7,4,1.1,8,0.96,1,-2
Fc1ccc(CNC(=S)NCc2ccc(F)cc2)cc1,-48,-3,1.5,3,1,17,42*
